From PubChem BioAssay
PhoP GFP inhibition: PhoP regulon inhibitors, Salmonella typhi PhoP promoter GFP reporter, confirmatory (AID 1850). Salmonella Typhi PhoP-promoter GFP reporter, fluorescence, 4 h; higher % means a stronger effect. one-dose inhibition, % at 50 µM; IC50 in µM for titrated hits. hit rate 0.33% among 310,000; in the data active means a potency from the dose series; inconclusive means inhibition mostly from about 25% at the one dose, without a potency; inactive means the rest, 99 in 100 with inhibition below about 19%;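 further: 0% = induced wells with vehicle and 100% = uninduced wells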
inhibitors of VEEV: inhibitors of VEEV TC-83 cytopathic effect, confirmation, Vero cells (AID 588727). Vero cells, VEEV TC-83 cytopathic effect inhibition; higher % means a stronger effect. inhibition, % at 20 µM, or IC50 in µM where a hit was titrated. hit rate 0.13% among 350,000; in the data active means a potency from the dose series; inconclusive means inhibition mostly from about 14% at the one dose, without a potency; inactive means the rest, 99 in 100 with inhibition below about 12%; further: strong numbers were not always called active
influenza NS1A: NS1A inhibition, H1N1 influenza, cell based functional assay (AID 504329). hit rate 0.3% among 340,000. NS1A functional cell-based assay, percent inhibition; higher % means a stronger effect. inhibition, % at 12.5 µM; hits with a dose series show IC50 in µM; in the data active means a potency from the dose series; inconclusive means inhibition above about 27% without an active follow-up result; further: strong numbers were not always called active
M. tuberculosis: growth inhibition of non-replicating M. tuberculosis (AID 488890). Mycobacterium tuberculosis non-replicating, growth inhibition; higher % means a stronger effect. inhibition, % at 25 µM; hits with a dose series show IC50 in µM. hit rate 0.39% among 320,000; in the data active means a potency from the dose series; inconclusive means inhibition mostly from about 82% at the one dose, without a potency; inactive means the rest, 99 in 100 with inhibition below about 76%;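 further: plate controls were DMSO cells for no effect and high antibiotic wells for full effect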
H37Rv inhibition: M. tuberculosis growth inhibition, HTS (AID 449762) | M. tuberculosis H37Rv growth inhibition, 7H9 media; higher % means a stronger effect | inhibition, % at 25 µM; hits with a dose series show IC50 in µM | hit rate 0.59% among 330,000; in the data active means a potency from the dose series; inconclusive means inhibition above about 70% without an active follow-up result;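 further: bacterial growth assessed after seven days of incubation; strong numbers were not always called active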
inhibitors of VEEV 10K pilot screen: second read-out of inhibitors of VEEV, no call of its own (marks repeat the call); inhibition, %; measured here: 10K pilot screen inhibition
The depositor's hits bear a star. No enrichment for hits. Share with any hit: about 1.4%.

`O=C(Nc1ccc(N2CCOCC2)cc1)c1ccc(S(=O)(=O)N2CCCCC2)cc1` gave PhoP GFP inhibition 10.7%, inhibitors of VEEV 0.9%, influenza NS1A 2.6%, M. tuberculosis 6.4% and H37Rv inhibition 9.2%.
For CCc1noc(C)c1C(=O)NCCc1ccc(OC)c(OC)c1 the results were PhoP GFP inhibition 5.3%, inhibitors of VEEV 2.7%, influenza NS1A 2.0%, M. tuberculosis 5.8% and H37Rv inhibition -6.1%.
`COc1cc2c(cc1OC)CN(c1nc(CN3CCOCC3)nc3sc4c(c13)CCC(C)C4)CC2` (configuration not stated) gave PhoP GFP inhibition -8.2%, inhibitors of VEEV 8.0%, influenza NS1A 13.9%, M. tuberculosis 34.0% and H37Rv inhibition inconclusive.
For COc1ccc(S(=O)(=O)NCC2CCCO2)cc1NC(=O)c1ccccc1 (configuration not stated) the results were PhoP GFP inhibition 0.1%, inhibitors of VEEV 4.5%, influenza NS1A -10.2%, M. tuberculosis 26.2% and H37Rv inhibition 3.9%.
`Cc1cccc(-c2oc3ccccc3c2C#CCCO)c1` gave PhoP GFP inhibition -11.4%, inhibitors of VEEV 0.8%, influenza NS1A -5.8%, M. tuberculosis 31.0% and H37Rv inhibition inconclusive.
`Cc1oc(S(=O)(=O)N2CCOCC2)cc1C(=O)Nc1ccc(Cl)cc1` gave PhoP GFP inhibition 3.0%, inhibitors of VEEV 0.2%, influenza NS1A 10.6%, M. tuberculosis -19.9% and H37Rv inhibition 0.4%.
CCOc1ccc(N2C(=O)Nc3ccccc3C2(O)C(=O)N2CCN(c3ccccn3)CC2)cc1 (configuration not stated) was read as PhoP GFP inhibition 13.8%, inhibitors of VEEV 1.0%, influenza NS1A 1.4%, M. tuberculosis 3.3% and H37Rv inhibition 1.5%.
Screening Cc1sc2ncnc(Sc3nc4ccccc4s3)c2c1C returned PhoP GFP inhibition -8.0%, M. tuberculosis -13.3% and H37Rv inhibition -4.9%.
`O=C1CCCCN1CCCC(=O)N1CCCC(Nc2ccccc2)C1` (configuration not stated) gave PhoP GFP inhibition -5.4%, inhibitors of VEEV inactive, influenza NS1A 3.4%, M. tuberculosis 3.3% and H37Rv inhibition -9.8%.
COc1cc(/C=N/NC(=O)CCC(=O)Nc2ccc(F)cc2)ccc1O was read as PhoP GFP inhibition -7.8%, inhibitors of VEEV 1.5%, influenza NS1A -3.3%, M. tuberculosis -10.5% and H37Rv inhibition -3.0%.
CN1CCN(C(=O)c2ccc3c(c2)NC(=O)/C(=C/c2ccccc2)S3)CC1 was read as PhoP GFP inhibition 7.6%, inhibitors of VEEV 4.9%, influenza NS1A 16.2%, M. tuberculosis 37.4% and H37Rv inhibition 4.5%.
O=C(Nc1nnc(-c2cc(Cl)ccc2Cl)o1)c1ccco1 was read as PhoP GFP inhibition 9.0%, inhibitors of VEEV 2.2%, influenza NS1A -7.1%, M. tuberculosis inconclusive and H37Rv inhibition inconclusive.
For O=C(COc1ccc(Cl)cc1Cl)N1CCCCCC1 the results were PhoP GFP inhibition 3.1%, inhibitors of VEEV inactive, influenza NS1A 2.2%, M. tuberculosis 14.3% and H37Rv inhibition 2.4%.
Screening COc1ccc(S(=O)(=O)N/N=C\c2ccccc2F)cc1 returned PhoP GFP inhibition -3.2%, inhibitors of VEEV inactive, influenza NS1A 1.1%, M. tuberculosis -6.8% and H37Rv inhibition -3.2%.
COCCCn1c(C)nnc1-c1cnn(-c2ccccc2)c1N was read as PhoP GFP inhibition -16.9%, inhibitors of VEEV 3.4%, influenza NS1A 5.6%, M. tuberculosis 1.7% and H37Rv inhibition -6.6%.
For Cc1cc(C(=O)CSc2nc3ccccc3c(=O)n2C)c(C)n1Cc1ccc2c(c1)OCO2 the results were PhoP GFP inhibition 6.2%, inhibitors of VEEV inactive, influenza NS1A -2.2%, M. tuberculosis 0.5% and H37Rv inhibition 11.1%.
Screening CC(=O)NS(=O)(=O)c1ccc(NC(=O)CCC2CCCC2)cc1 returned PhoP GFP inhibition -6.3%, inhibitors of VEEV inactive, influenza NS1A -2.5%, M. tuberculosis 0.0% and H37Rv inhibition -1.3%.
`O=C1NC2(CCCC2)C(=O)N1CCS(=O)(=O)Oc1ccccc1` gave PhoP GFP inhibition 11.1%, inhibitors of VEEV 0.9%, influenza NS1A 6.4%, M. tuberculosis -0.5% and H37Rv inhibition 9.0%.
Screening CC1CCCC(NC(=O)COC(=O)c2ccc3c(c2)OCCO3)C1C (configuration not stated) returned inhibitors of VEEV 0.1%, influenza NS1A -5.8%, M. tuberculosis 15.1% and H37Rv inhibition 14.2%.
For Cc1ccc(CCNC(=O)CN2C(=O)COc3ccccc32)cc1 the results were PhoP GFP inhibition 1.4%, inhibitors of VEEV inactive, influenza NS1A -5.7%, M. tuberculosis 6.2% and H37Rv inhibition 3.0%.
`COc1cccc(NC(=O)CN(C)CC(=O)c2c(N)n(Cc3ccccc3)c(=O)n(C)c2=O)c1` gave inhibitors of VEEV 2.2%, influenza NS1A -3.7%, M. tuberculosis -19.3% and H37Rv inhibition 8.4%.
Screening O=C(Nc1ccccc1O)c1c(O)c2c([nH]c1=O)CCCC2 returned PhoP GFP inhibition -7.9%, inhibitors of VEEV 7.6%, influenza NS1A 2.3%, M. tuberculosis -4.3% and H37Rv inhibition 18.0%.
`CCN(CC(=O)Nc1c(F)cccc1F)C(=O)c1ccc(=O)n(Cc2ccccc2)n1` gave PhoP GFP inhibition -11.0%, inhibitors of VEEV 2.1%, influenza NS1A -4.0%, M. tuberculosis -4.5% and H37Rv inhibition -5.7%.
`N/C(Cc1ccc(Cl)cc1Cl)=N\OC(=O)c1cccs1` gave PhoP GFP inhibition 1.0%, inhibitors of VEEV 2.1%, influenza NS1A -7.2%, M. tuberculosis inconclusive and H37Rv inhibition 6.9%.
COc1ccc(Br)cc1CNCCc1ccc2c(c1)OCO2 was read as PhoP GFP inhibition 6.0%, inhibitors of VEEV inactive, influenza NS1A -11.0%, M. tuberculosis 29.0% and H37Rv inhibition -0.9%.
S=C(NCCc1ccccc1)NC1CCC(NC(=S)NCCc2ccccc2)CC1 (configuration not stated) was read as PhoP GFP inhibition 1.4%, inhibitors of VEEV 1.4%, influenza NS1A -9.6%, M. tuberculosis 1.1% and H37Rv inhibition -0.7%.
`COc1ccccc1NC(=O)Cc1nnc(SCC(=O)NC2CCCCC2)n1C` gave PhoP GFP inhibition 3.5%, inhibitors of VEEV 1.5%, influenza NS1A -1.2%, M. tuberculosis -20.7% and H37Rv inhibition -0.4%.
For CCCCCCN(C(=O)CCCCCN1C(=O)NC(c2ccc(-c3ccccc3)cc2)C(C(=O)OCc2ccccc2)=C1C)C(C(=O)NCCCC)c1ccc(OCC(=O)OC)c(C(=O)OC)c1 (configuration not stated) the results were PhoP GFP inhibition 3.2%, M. tuberculosis -12.0% and H37Rv inhibition 0.0%.
Cc1cc(Cl)ccc1OCC(=O)OCC(=O)N(CC(C)C)c1c(N)n(Cc2ccccc2)c(=O)[nH]c1=O was read as PhoP GFP inhibition 3.0%, inhibitors of VEEV 2.3%, influenza NS1A -2.5%, M. tuberculosis 4.1% and H37Rv inhibition 25.6%.
For CC1(c2nnc(-c3ccc(Cl)cc3)o2)CC(c2cccnc2)=NO1 (configuration not stated) the results were PhoP GFP inhibition 15.8%, inhibitors of VEEV 0.1%, influenza NS1A 2.9%, M. tuberculosis 6.2% and H37Rv inhibition 3.2%.
`Cn1cnnc1SCC(=O)Nc1ccc(S(=O)(=O)N2CCCC2)cc1` gave PhoP GFP inhibition -0.5%, inhibitors of VEEV 1.6% and influenza NS1A 4.2%.
Screening Cc1nc([N+](=O)[O-])c(Br)n1Cc1ccccc1 returned PhoP GFP inhibition -7.3%, inhibitors of VEEV 2.4%, influenza NS1A -22.5%, M. tuberculosis inactive and H37Rv inhibition inconclusive.
`Cn1c(CCN2CCOCC2)nc2cc(NC(=O)c3cccs3)ccc21` gave PhoP GFP inhibition -8.7%, inhibitors of VEEV 1.6%, influenza NS1A 0.8%, M. tuberculosis 78.9% and H37Rv inhibition -6.6%.
For CCC(=NCC1CCCO1)c1c(O)n(-c2ccccc2C)c(=O)[nH]c1=O (configuration not stated) the results were PhoP GFP inhibition 2.3%, inhibitors of VEEV 1.1%, influenza NS1A 9.5%, M. tuberculosis -12.8% and H37Rv inhibition -0.9%.
CC(C(=O)NCC1CCCCC1)N1CCc2ccccc2C1 (configuration not stated) was read as PhoP GFP inhibition 2.1%, inhibitors of VEEV 2.7%, influenza NS1A -0.7%, M. tuberculosis 6.5% and H37Rv inhibition -1.0%.
`Cc1ccc(OCC(=O)Nc2cccc(-c3nnc(-c4ccccc4)o3)c2)cc1` gave PhoP GFP inhibition -4.7%, inhibitors of VEEV 2.2%, influenza NS1A -4.9%, M. tuberculosis 9.0% and H37Rv inhibition -1.9%.
CCOC(=O)/C(C#N)=C\c1c(C)cc(C)c(COC(C)=O)c1C was read as PhoP GFP inhibition 0.5%, inhibitors of VEEV 1.8%, influenza NS1A -7.9%, M. tuberculosis -7.3% and H37Rv inhibition -6.0%.
`Cc1ccc(S(=O)(=O)NCC(=O)OCC(=O)NC(=O)c2cccn2C)cc1` gave PhoP GFP inhibition 13.1%, inhibitors of VEEV 0.9%, influenza NS1A 6.2%, M. tuberculosis 3.9% and H37Rv inhibition -0.3%.
Screening CC(C)=N/N=C1/NC(=O)C(Cc2ccccc2)S1 (configuration not stated) returned PhoP GFP inhibition -5.3%, inhibitors of VEEV 2.5%, influenza NS1A -3.4%, M. tuberculosis 76.4% and H37Rv inhibition 23.4µM*.
Screening O=C(NCC1CCCO1)c1cn(-c2ccccc2)nc1-c1ccccc1 (configuration not stated) returned PhoP GFP inhibition -1.9%, inhibitors of VEEV 6.3%, influenza NS1A -5.5% and H37Rv inhibition -1.0%.
CCOC(=O)c1ccc(NC(=O)c2ccc(NS(C)(=O)=O)cc2)cc1 was read as PhoP GFP inhibition 1.2%, inhibitors of VEEV 2.5%, influenza NS1A 7.9%, M. tuberculosis 19.8% and H37Rv inhibition 1.5%.
For CC(CC12CC3CC(CC(C3)C1)C2)NCc1ccccc1O (configuration not stated) the results were PhoP GFP inhibition 0.4%, inhibitors of VEEV inactive, influenza NS1A 0.6%, M. tuberculosis inconclusive and H37Rv inhibition inconclusive.
For CCOC(=O)N1CCN(c2ncnc3c2[nH]c2ccc(OC)cc23)CC1 the results were PhoP GFP inhibition -0.4%, inhibitors of VEEV 9.3%, influenza NS1A -9.8%, M. tuberculosis 46.9% and H37Rv inhibition 3.1%.
For COc1ccccc1/C=C/C(=O)NC(=S)Nc1ccccn1 the results were PhoP GFP inhibition -4.6%, inhibitors of VEEV inactive, influenza NS1A -2.6%, M. tuberculosis -17.5% and H37Rv inhibition 2.2%.
`CCOC(=O)N/N=C(\C)c1ccc(Br)cc1` gave PhoP GFP inhibition -9.7%, inhibitors of VEEV inactive, influenza NS1A -7.2%, M. tuberculosis 14.3% and H37Rv inhibition -4.2%.
`CC1CCCCC1NC(=O)CSc1nnc(-c2ccccc2)n1N` (configuration not stated) gave PhoP GFP inhibition 4.9%, inhibitors of VEEV 3.5%, influenza NS1A 15.7%, M. tuberculosis -2.5%, H37Rv inhibition -0.5% and inhibitors of VEEV 10K pilot screen 1.5.
`COc1ccc(OC)c(/C=N/NC(=O)c2ccncc2)c1` gave PhoP GFP inhibition 2.4%, inhibitors of VEEV inactive, influenza NS1A -3.9%, M. tuberculosis 61.8% and H37Rv inhibition inconclusive.
`CN1c2ccccc2Oc2nnc(Cl)cc21` gave PhoP GFP inhibition -12.1%, inhibitors of VEEV 4.1%, influenza NS1A -11.3%, M. tuberculosis -1.6% and H37Rv inhibition -0.1%.
For COc1ccc([N+](=O)[O-])cc1NC(=O)CSCc1ccccc1C the results were PhoP GFP inhibition 3.2%, inhibitors of VEEV 1.5%, influenza NS1A -1.8%, M. tuberculosis 14.7% and H37Rv inhibition -7.5%.

Ordered by length of the SMILES (ascending): some entries from above
`CCOC(=O)N/N=C(\C)c1ccc(Br)cc1` gave PhoP GFP inhibition -9.7%, inhibitors of VEEV inactive, influenza NS1A -7.2%, M. tuberculosis 14.3% and H37Rv inhibition -4.2%.
For CC(CC12CC3CC(CC(C3)C1)C2)NCc1ccccc1O (configuration not stated) the results were PhoP GFP inhibition 0.4%, inhibitors of VEEV inactive, influenza NS1A 0.6%, M. tuberculosis inconclusive and H37Rv inhibition inconclusive.
CCOC(=O)c1ccc(NC(=O)c2ccc(NS(C)(=O)=O)cc2)cc1 was read as PhoP GFP inhibition 1.2%, inhibitors of VEEV 2.5%, influenza NS1A 7.9%, M. tuberculosis 19.8% and H37Rv inhibition 1.5%.
